Source: PubChem BioAssay
Pf gametocyte = inhibitors of late stage P. falciparum gametocyte viability. P. falciparum stage V gametocytes, ATP luminescence, 24 h. inhibition, % at 10.9 µM. 0.065% of 150,000 active;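 active = inhibition above the mean plus 3 SD of compounds within the control limits, set per campaign, cut at about 38% in these data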;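 also: 0% = DMSO wells and 100% = medium only without gametocytes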
An asterisk follows results filed as active. These rows are one share of the data; rates above refer to the full screens.

SMILES	Pf gametocyte
COc1ccccc1-c1c(C)nn2c(N)c(-c3ccc(Cl)cc3)cnc12	-3
C=CC[C@@H](CC(=O)N(CCO)Cc1ccccc1)C(=O)N[C@@H](COC(=O)[C@@H](CC=C)Cc1ccc(F)cc1)Cc1c[nH]c2ccccc12	-12
CCOc1ccccc1N(CC(=O)Nc1ccccc1)S(=O)(=O)c1ccccc1	-9
CN(Cc1ccccc1O)CC1CCCN(CCc2ccc(Cl)cc2)C1 (centres undefined)	0
O=C(N[C@H]1CCC(=O)N(CCSc2ccc(Br)cc2)CC1)OCc1ccccc1	33
CC(C)(C)N1CC23C=CC(C[C@@H]2C1=O)O3 (some centres undefined)	4
O=C(OCCN1CCOCC1)c1ccccc1Cl	0
CCN(CC)C(=O)C1CCCN(Cc2ccc3ccccc3c2)C1 (centres undefined)	-9
O=C(O)c1oc2ccc(Br)cc2c1-n1cccc1	-10
COc1ccc2c(c1)C(NS(=O)(=O)OCC(Cl)(Cl)Cl)CCC2 (centres undefined)	-23
O[C@H]1c2ccccc2[C@H](Cc2cncs2)[C@@H]1Br	1
Cc1cccc(C2NC(=O)c3ccccc3O2)c1 (centres undefined)	2
O=C(c1c(F)c(F)c(F)c(F)c1F)N1CCN(Cc2ccc3c(c2)OCO3)CC1	-10
O=C(O)CCSc1nc2ccccc2n1Cc1ccccc1	6
CC(=O)N(c1nnc(-c2ccc(C)cc2)s1)C1CCCC1	-24
O=C(NC1(Cc2ccc(O)cc2)CCCCC1)c1ccccc1	-15
O=S(=O)(CCN1CCOCC1)c1ccc(Cl)cc1	5
CC1CN=C(NC(=O)c2cccc([N+](=O)[O-])c2)S1 (centres undefined)	14
CC(=O)CSc1nc2c(c(=O)[nH]c(=O)n2C)n1Cc1ccccc1Cl	-9
CC(=O)Nc1ccc(SC[C@H](C)CN2CC[C@H](C(C)(C)C)CCC2=O)cc1	13
C[C@H](CO)N1C[C@H](C)[C@@H](CN(C)C(=O)Nc2ccc3c(c2)OCO3)Oc2c(NC(=O)Nc3ccc(C(F)(F)F)cc3)cccc2C1=O	10
COc1ccc(-c2oc3ccccc3c2C(=O)Oc2ccccc2)cc1	12
O=C(Nc1ccc(CN2CCOCC2)cc1)c1ccc(Br)cc1	11
CCC1(CC)Cc2ccccc2-c2nc(CCl)[nH]c(=O)c21	-19
CC(C)CC(NC(=O)/C(=C\c1ccco1)NC(=O)c1ccco1)C(=O)O (centres undefined)	-5

The last 3 records of the part before open the next one.
SMILES	Pf gametocyte
O=C(Nc1ccc(CN2CCOCC2)cc1)c1ccc(Br)cc1	11
CCC1(CC)Cc2ccccc2-c2nc(CCl)[nH]c(=O)c21	-19
CC(C)CC(NC(=O)/C(=C\c1ccco1)NC(=O)c1ccco1)C(=O)O (centres undefined)	-5
CS(=O)(=O)N(CC(=O)N1CCOCC1)c1ccc(Cl)cc1	-4
CC(=O)Oc1ccc(C2(C)CC(C)(C)Oc3cc(OC(C)=O)ccc32)c(OC(C)=O)c1 (centres undefined)	14
Cc1ccc(C)c(NC(=S)N2CCN(c3ccccn3)CC2)c1	16
CC(C)CC(CO)N1CCN(C(=O)c2cccc(Cl)c2)CCC1=O (centres undefined)	-9
OCC[C@@H]1C[C@@H](O)[C@H](O)[C@]2(OCCc3ccccc32)O1	-45
CCOC(=O)c1sc(NC(=O)C2CCCCC2)nc1C	-7
CN(Cc1ccccc1)C(=O)CN(c1ccccc1Cl)S(C)(=O)=O	-3
Cn1c(=O)c(=O)n(C)c2cc(S(=O)(=O)N3CCC(N4CCCCC4)CC3)ccc21	9
O=C(Nc1cccc(C(=O)Nc2ccccc2C(=O)O)c1)c1cccc(Cl)c1	17
COc1cc(OC)cc(-c2sc3ccc(OC)cc3c2C#CC2(N)CCCCC2)c1	-1
COC(=O)COc1ccc(C(c2c(C)[nH][nH]c2=O)c2c(C)[nH][nH]c2=O)cc1	-1
COc1cccc(NC(=O)COc2ccc(Br)c(C)c2)c1	-11
Cc1ccccc1NC(=O)c1cccc(NC(=O)c2ccco2)c1	12
CCCc1ccc(OCC(O)CN2CCc3ccccc3C2)cc1 (centres undefined)	4
O=C(CCC1CCN(Cc2ccc(C#CCCO)cc2)CC1)NC1CC1	11
O=C(Nc1ccc2c(c1)OCCO2)c1ccc(Br)cc1	-8
C=CCOC(=O)C1=C(C)NC(C)=C(C(=O)OCC=C)C1c1ccc(O)cc1	-6
CC(C)(C)OC(=O)CNC(=O)c1[nH]cnc1C(=O)NC1CCN(C(=O)OC(C)(C)C)CC1	-15
O=C(c1ccc([N+](=O)[O-])cc1)N1CCN(C(=O)c2cccnc2)CC1	-9
O=C(CN1CCOCC1)N/N=C/c1c(O)ccc2ccccc12	-8
COc1ccc(-c2ccc3oc(-c4ccc(OC)cc4)c(-c4cc(OC)c(OC)c(OC)c4)c3c2)cc1	23
CCCC(=O)Nc1ccc(C2C(=O)c3ccccc3C2=O)cc1	-4
CCOC(=O)C1=C(C)N(CCC(=O)O)C(=O)NC1c1ccccc1Cl (centres undefined)	17
O=C(NCC1CC1)C1(C(F)(F)F)CC(CCCO)CCCO1 (centres undefined)	2
COc1ccc(S(=O)(=O)Nc2cccc3c2O[C@H](CN(C)S(=O)(=O)c2cn(C)cn2)[C@@H](C)CN([C@H](C)CO)C3=O)cc1	13

Some of these compounds in order of molecular weight, low to high.
SMILES	Pf gametocyte
CCN(CC)C(=O)C1CCCN(Cc2ccc3ccccc3c2)C1 (centres undefined)	-9
CS(=O)(=O)N(CC(=O)N1CCOCC1)c1ccc(Cl)cc1	-4
COc1ccc(-c2ccc3oc(-c4ccc(OC)cc4)c(-c4cc(OC)c(OC)c(OC)c4)c3c2)cc1	23

Fetched one by one from above, 3 records:
SMILES	Pf gametocyte
CS(=O)(=O)N(CC(=O)N1CCOCC1)c1ccc(Cl)cc1	-4
O=S(=O)(CCN1CCOCC1)c1ccc(Cl)cc1	5
CC(=O)Nc1ccc(SC[C@H](C)CN2CC[C@H](C(C)(C)C)CCC2=O)cc1	13

Further records.
SMILES	Pf gametocyte
COc1cc2c(cc1OC)C(=O)N1[C@H]3c4cc(Cl)ccc4OC[C@@H]3[C@H](c3ccccc3)[C@]1(C)C(=O)N2	2
CC(=O)N1CCN(c2ccc(NC(=O)c3ccc([N+](=O)[O-])cc3)cc2)CC1	7
COc1ccccc1C(=O)NCCSCc1ccccc1Cl	19
CC(C)c1cccc(-c2ccc3c(c2)S(=O)(=O)c2cccc(C(=O)NC4CCCC4)c2C3=O)c1	6
CC(=O)N(C)c1ccc(N=Cc2cc3c(cc2[N+](=O)[O-])OCO3)cc1	-6
CC(C)c1cc(=O)[nH]c(N2CCN(Cc3ccc4c(c3)OCO4)CC2)n1	-3
COc1ccc2ccccc2c1/C=N/NC(=O)c1ccccc1F	10
N#Cc1sc(=O)[nH]c1Cl	-11
COc1ccc(-c2c(C#Cc3ccc(N(C)C)cc3)c3ccccc3n2C)cc1	16
CCS(=O)(=O)N1CCC(C(=O)Oc2ccccc2OC)CC1	-1
O=C(N/N=C/c1cc2c(cc1Cl)OCO2)c1ccccn1	6
CC(=O)C1=C(C)Nc2ncnn2C1c1ccc(F)cc1 (centres undefined)	13
CCCCC(=O)OCc1c(-c2cccc(OC)c2)ncc2ccccc12	-28
COc1ccc(C(=O)N/N=C\C(C)=C\c2ccccc2)cc1OC	-15
COc1ccc(C)cc1Nc1n[n+](-c2ccccc2)c(-c2c(Cl)cccc2Cl)s1	2
CCN1C[C@@H]2[C@@H]3C(=O)N(C)C(=O)[C@@H]3[C@](C)(C1=O)N2C(=O)c1ccccc1	18
Cc1ccc(CN2C(=O)CC(Nc3ccc(N4CCOCC4)cc3)C2=O)cc1 (centres undefined)	6
Cc1ccccc1C(=O)NC1CCN(CC(=O)Nc2ccccc2)CC1	-15
CN(C(=O)c1ccc(NC(=O)Cc2ccc(NC(=O)C3CCCN(C(=O)c4ccccc4)C3)cc2)cc1)C1CC1 (centres undefined)	-10
COc1cc(OC)cc(-c2sc3ccc(OC)cc3c2C#CCCO)c1	16
COc1ccccc1N1C(=O)CSC1=S	9
CC(=O)C1=C(C)NC(SCC(=O)c2ccc(Cl)c(Cl)c2)=C(C#N)C1c1ccco1 (centres undefined)	-16
CC(=O)Nc1ccc(N/C=C/C(=O)c2ccc(C)cc2)cc1	19
Cc1ccc(NC(=S)Nc2ccc(F)cc2)cc1	8
Cc1ccc(CN2CCN(C(=O)CC(C)C)CC2)cc1	-31

As entered above:
Under Pf gametocyte, COc1ccccc1N1C(=O)CSC1=S is entered as 9
Under Pf gametocyte, CCN1C[C@@H]2[C@@H]3C(=O)N(C)C(=O)[C@@H]3[C@](C)(C1=O)N2C(=O)c1ccccc1 is entered as 18
Under Pf gametocyte, COc1ccc(-c2c(C#Cc3ccc(N(C)C)cc3)c3ccccc3n2C)cc1 is entered as 16

Further structures follow.
SMILES	Pf gametocyte
C=CCOc1c(Cl)cc(CNCCCN2CCOCC2)cc1OC	-11
COc1ccc(C(=O)C2CCCN(C(=O)CSC)C2)cc1OC (centres undefined)	12
Cc1ccccc1NC(=O)C(C)N1C(=O)c2ccccc2C1=O (centres undefined)	7
C=C[C@@H]1c2c(F)cccc2N(S(=O)(=O)c2ccc(C)cc2)[C@H](c2ccc(C(=O)OC)cc2)C1(C#N)C#N	6
COc1ccc(OC)c(N/C=C/C(=O)c2ccccc2)c1	6
COc1cccc(CNc2ncnc3ccc(-c4c(C)noc4C)cc23)c1	10
COc1ccc(-n2nc(C(=O)NCC(=O)N3CCN(c4ccccn4)CC3)c3ccccc3c2=O)c(OC)c1	-6
Cc1ccc(NC(=O)c2cc(C)nc3ccccc23)cc1	-11
CCCCN1C(=N)N([C@@H](C)CN2CCC[C@H]2CN2C(N)=NC[C@H]2CC(C)C)C[C@H]1Cc1ccccc1	8
Fc1cccc(CNc2ncnc3ccc(-c4ccc5c(c4)OCO5)cc23)c1	26
CC(C)(O)c1[nH]c2cc(C(F)(F)F)ccc2c1C(C)(C)O	-10
O=C(N/N=C/c1cc(Cl)cc([N+](=O)[O-])c1O)c1ccc2c(c1)OCO2	-9
Cc1ccc(S(=O)(=O)NCC(C)NS(=O)(=O)c2ccccc2[N+](=O)[O-])cc1 (centres undefined)	15
Nc1nc(Nc2ccc(Cl)cc2)c(NC=O)c(=O)[nH]1	1
CCCCc1ccc(NC(=O)C2CCCC2)cc1	6
CN(C)c1nc2c(c(=O)[nH]c(=O)n2C)n1CCOc1ccccc1	-3
CC(NC(=O)CN1CCOCC1)c1ccccc1 (centres undefined)	-22
COc1cc(SC)ccc1C(=O)N1CCc2ccccc21	14
COc1ccc2oc(=N)c(C(=O)Nc3ccc(Cl)cc3)cc2c1	6
Cc1ccc(OCC(=O)NNC(=O)Nc2ccc(Cl)cc2)c(Br)c1	28
COc1ccc(C(=O)NCCSCc2ccc(Cl)cc2)cc1OC	-5
CCOc1ccc(C(=O)NCC2CCN(CC3CCCCC3)CC2)cc1	-8
COc1ccccc1NC(=O)Nc1cccc(C)n1	-17
Cc1ccc(Nc2cc(C)nc3ncnn23)c(C)c1	-6
CCc1nc(SCc2ccc(OCC(C)C)cc2)n[nH]1	-13

Further records follow.
SMILES	Pf gametocyte
CCCCNc1c(-c2ccc(-c3cccc(Cl)c3)cc2)nc2ccc(Cl)cn12	12
Cc1cc(C)cc(SCc2noc(C(=O)NCCN(C)C)c2C(=O)NCCN(C)C)c1	24
Nc1nnc(/C=C/c2cccc([N+](=O)[O-])c2)s1	-20
COc1ccc(CCC(=O)Nc2nnc(C)s2)cc1	-31
Cc1ccc(C)c(N2CCN(C3CCCC(C)C3)CC2)c1 (centres undefined)	-5
COc1ccc(C(=O)NCC(=O)c2ccccc2)cc1	-7
COc1ccccc1OCc1nnc(SCC(N)=O)n1-c1ccccc1	-6
COc1cc(CNCc2ccco2)cc(OC)c1O	-23
COc1ccc(C(=O)Nc2ccccc2NC(=O)c2ccc(OC)cc2)cc1	15
O=C1c2ccccc2C(=O)N1CCn1ccnc1	6
CCOC(=O)CNc1nc(Cl)nc(Nc2ccc(OC)cc2OC)n1	-35
c1cnc2ccc(-c3ccc4ncccc4c3)cc2c1	14
COc1ccc(-c2c3c(cc4ncn(Cc5ccccc5)c24)COC3=O)cc1	-25
Cc1cc(/C=C2\SC(=O)N(C)C2=O)c(C)n1-c1ccc(O)cc1	-3
O=C(NCc1ccco1)C1Cc2ccccc2CN1S(=O)(=O)c1ccccc1F (centres undefined)	-4
COC(=O)C[C@H]1c2cc(F)ccc2S(=O)(=O)N1c1ccccc1	5
CNC(=S)N1CCN(c2nc(-c3ccc(Cl)cc3)cs2)CC1	-15
CCCc1cc(=O)oc2c(C)c(OS(C)(=O)=O)ccc12	6
O=C(Nc1ccc(Cl)cc1)c1ccco1	-1
C[C@@H](NC(=O)c1nc[nH]c1C(=O)N(C)Cc1ccccc1)c1ccccc1	7
COc1cc([C@@H]2CC=C(C(=O)O)[C@H](c3ccccc3)N2S(=O)(=O)c2ccc(C)cc2)cc(OC)c1OC	-18
COc1ccccc1-n1cc2ccc([N+](=O)[O-])cc2n1	-9
O=c1cc(NCc2ccccc2)[nH]c(=O)[nH]1	-218
Cc1ccc(NC(=O)COc2ccccc2C(=O)NCCc2ccccc2)cc1	18
Nc1ccc(C2(c3ccc(N)cc3)c3ccccc3C(=O)c3ccccc32)cc1	-11
CCOC(=O)/C=C1\CN(C(C)c2ccccc2)S(=O)(=O)c2ccccc21 (centres undefined)	21
CCOC(=O)c1ccc(N2C(=O)C3CCOc4ccccc4C32)cc1 (centres undefined)	-21
CCOc1ccc(Nc2cc(C)nc3ccc(C)cc23)cc1	9
CCOC(=O)CN1C(=O)N[C@@H](c2ccco2)C(C(C)=O)=C1C	-25
O=C(O)c1cccc([N+](=O)[O-])c1C(=O)Nc1ccc2ccccc2c1	-15
